KDM5B inh = Primary screen for KDM5B Histone Demethylases FDH-coupled qHTS; KDM5B demethylase, FDH-coupled NADH fluorescence (FDH is formaldehyde dehydrogenase); 220,000 tested, 2.6% active; AID 1347165, 2019; Potency, µM (top dose mostly 57.7 µM), inactives show at the top dose activity change, negative = inhibition, most hits filed as inhibitors; active = well fitted inhibition curve with a large enough effect; inconclusive = small, poorly fitted or top-dose-only effect; inactive = no such curve, though single readings can be large or run the other way; also: 0% is about no effect; nearly all actives have a fitted effect of over 70% in size
Target sequence (Q9UGL1 whole entry, looked up): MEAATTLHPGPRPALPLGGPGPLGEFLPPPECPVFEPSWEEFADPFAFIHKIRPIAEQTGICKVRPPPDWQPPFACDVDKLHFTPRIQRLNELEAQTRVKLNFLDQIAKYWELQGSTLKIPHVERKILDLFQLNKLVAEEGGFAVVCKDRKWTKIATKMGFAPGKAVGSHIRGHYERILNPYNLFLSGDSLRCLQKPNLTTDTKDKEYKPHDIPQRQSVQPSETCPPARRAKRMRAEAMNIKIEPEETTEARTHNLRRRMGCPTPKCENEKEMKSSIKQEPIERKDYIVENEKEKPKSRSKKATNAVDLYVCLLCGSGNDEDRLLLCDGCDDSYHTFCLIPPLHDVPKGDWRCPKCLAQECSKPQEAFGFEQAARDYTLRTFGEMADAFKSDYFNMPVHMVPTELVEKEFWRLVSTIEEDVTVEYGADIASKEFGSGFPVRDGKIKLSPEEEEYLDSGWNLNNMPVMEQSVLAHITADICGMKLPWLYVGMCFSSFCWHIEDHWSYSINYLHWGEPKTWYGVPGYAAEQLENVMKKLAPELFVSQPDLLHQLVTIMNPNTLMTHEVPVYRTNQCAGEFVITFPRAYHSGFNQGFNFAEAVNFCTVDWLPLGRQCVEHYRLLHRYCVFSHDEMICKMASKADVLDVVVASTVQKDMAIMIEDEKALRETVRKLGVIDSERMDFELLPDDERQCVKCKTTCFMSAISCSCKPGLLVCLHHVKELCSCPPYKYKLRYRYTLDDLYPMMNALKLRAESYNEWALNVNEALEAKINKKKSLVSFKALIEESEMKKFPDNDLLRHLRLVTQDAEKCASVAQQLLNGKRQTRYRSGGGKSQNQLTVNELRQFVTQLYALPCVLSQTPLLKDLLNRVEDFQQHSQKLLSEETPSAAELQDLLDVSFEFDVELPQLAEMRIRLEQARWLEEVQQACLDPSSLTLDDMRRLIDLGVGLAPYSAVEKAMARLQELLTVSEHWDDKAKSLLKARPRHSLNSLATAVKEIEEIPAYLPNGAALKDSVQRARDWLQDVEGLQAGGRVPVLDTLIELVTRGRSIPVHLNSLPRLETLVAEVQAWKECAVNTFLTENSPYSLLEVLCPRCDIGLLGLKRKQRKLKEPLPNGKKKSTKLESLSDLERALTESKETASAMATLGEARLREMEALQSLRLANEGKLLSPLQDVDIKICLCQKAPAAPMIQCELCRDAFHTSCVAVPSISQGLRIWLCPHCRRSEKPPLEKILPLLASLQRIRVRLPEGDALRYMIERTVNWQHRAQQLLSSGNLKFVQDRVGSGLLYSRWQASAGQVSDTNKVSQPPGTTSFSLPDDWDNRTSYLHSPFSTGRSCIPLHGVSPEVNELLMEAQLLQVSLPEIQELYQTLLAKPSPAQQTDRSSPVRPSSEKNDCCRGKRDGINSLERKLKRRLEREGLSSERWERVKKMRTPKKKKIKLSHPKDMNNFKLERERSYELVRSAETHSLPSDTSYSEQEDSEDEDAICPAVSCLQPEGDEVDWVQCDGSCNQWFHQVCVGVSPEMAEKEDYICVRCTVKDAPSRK
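Coupled FDH/NAD⁺ fluorescence readout. KDM5BΔAP 200 nM final; compound titration, 10 min RT preincubation; substrate mix 12.5 µM H3K4me3, 25 µM 2-OG, 50 µM Fe(II), 100 µM ascorbate, 0.25 mM NAD⁺, 0.25 U/mL FDH; ΔRFU over 30 min.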
The depositor's hits bear a star; ? = inconclusive; [ ] = remark or other dose. Potency is read from the fitted curve at half-maximal effect.

SMILES	KDM5B inh
FC(F)(F)c1ccc(CCNC(=S)NCCc2ccccc2)cc1	2%
Cc1c(C(=O)NC(C)c2ccccc2)[nH]c2c1C(=O)CCC2 (centres undefined)	18%
CCN(C(=O)c1cnc(-c2cccs2)[nH]c1=O)C1CCS(=O)(=O)C1 (centres undefined)	-17%
Cc1noc(C)c1Cn1c(=O)c2c(ncn2C2CCCC2)n(Cc2ccccc2)c1=O	13%
COCCCNCc1ccccc1C	24%
CC(C)(C)NC(=O)CNC(=O)CC1C=CCC1 (centres undefined)	3%
Cc1cc(NC(=O)n2ncc3c(C)cccc32)ccc1Br	-10%
COCCN1Cc2ccc(NCC(C)C)nc2C(C)(C(=O)NC2CC2)C1 (centres undefined)	32µM*
Cc1nc2c(c(=O)[nH]1)CCN(C(=O)C1(C)CCc3c(C)c(O)c(C)c(C)c3O1)C2 (centres undefined)	10%
COc1ccc(CCC(=O)Nc2nc(C)c(C(C)=O)s2)cc1OC	17%
CCCCSCCCNC(=O)CS(=O)Cc1nc(-c2ccc(C)cc2)oc1C (centres undefined)	9%
Cc1ccccc1CNC(=O)Cn1ncn2nc(-c3cccs3)cc2c1=O	5%
COc1ccc(-c2nc3c4cnn(-c5ccccc5F)c4ncn3n2)cc1	-24%
Clc1ccccc1/C=N/Nc1ccccc1	-27%
O=C(c1cccs1)C(O)c1cccs1 (centres undefined)	0%
CCCCN(C)S(=O)(=O)c1cc(-c2nnc3c4ccccc4c(C)nn23)ccc1C	-10%
CCOc1ccc(CNC(=O)C2CCCN(S(=O)(=O)N(C)c3ccc(F)cc3)C2)cc1OC (centres undefined)	-5%
COc1ccccc1NC(=O)c1sc(-c2ccc(Cl)cc2)cc1N	?
C=CCN(CC=C)C(=O)c1ccc(CN2C(=O)NC3(CCS(=O)(=O)CC3)C2=O)cc1	-6%
Cc1nc2ccc(NC(=O)C3CCCC3)cc2s1	-6%

Seven structures already listed, sorted by molecular weight, largest number first:
SMILES	KDM5B inh
CCOc1ccc(CNC(=O)C2CCCN(S(=O)(=O)N(C)c3ccc(F)cc3)C2)cc1OC (centres undefined)	-5%
C=CCN(CC=C)C(=O)c1ccc(CN2C(=O)NC3(CCS(=O)(=O)CC3)C2=O)cc1	-6%
Cc1nc2c(c(=O)[nH]1)CCN(C(=O)C1(C)CCc3c(C)c(O)c(C)c(C)c3O1)C2 (centres undefined)	10%
Cc1ccccc1CNC(=O)Cn1ncn2nc(-c3cccs3)cc2c1=O	5%
CCN(C(=O)c1cnc(-c2cccs2)[nH]c1=O)C1CCS(=O)(=O)C1 (centres undefined)	-17%
Cc1cc(NC(=O)n2ncc3c(C)cccc32)ccc1Br	-10%
Clc1ccccc1/C=N/Nc1ccccc1	-27%

The results go on.
SMILES	KDM5B inh
Cc1ccc(C)c(C(=O)COC(=O)CN2C(=O)C3C4C=CC(C4)C3C2=O)c1 (centres undefined)	10%
Cc1ccc(C(=O)CCS(=O)(=O)c2ccc(F)cc2)cc1	?
COc1ccc(-c2nn(-c3ccccc3C)cc2CN(C)Cc2nonc2C)cc1F	?
O=C1NC2(CCN(C(=O)c3cccnc3)CC2)COc2ccccc21	2%[86.2 µM]
NC(=O)[C@@H](Cc1ccccc1)NC(=O)C1=C[C@@H](NS(=O)(=O)c2cccs2)[C@@H](O)[C@H](O)C1	13%
CCCCC(=O)Nc1nnc(SCC(=O)NC2CC2)s1	19%
O=C(NCCOCCn1c(=O)oc2ccccc21)Nc1ccc(F)cc1	-10%
Cc1cccc(C)c1OCC(=O)Nc1ccc2oc(C(F)(F)F)nc2c1	3%
O=C(c1ccccc1)N(Cc1ccc2[nH]ccc2c1)C1CC1	9%
Cc1cc(OC(C)C(=O)NC2CC(C)(C)NC(C)(C)C2)c2c(C)c(C)c(=O)oc2c1 (centres undefined)	?
O=[S+]([O-])(c1ccncc1)c1nnn2c1nc(NCc1ccc(F)cc1)c1ccccc12	4%[115 µM]
CCN(CC)S(=O)(=O)c1cccc(NS(=O)(=O)c2ccc(C)cc2)c1	15%
Cc1cccc(C)c1NC(=O)Cn1cc(C(=O)C2CC2)c2ccccc21	-3%
O=C1C(O)C2(CCCCC2)N1C1CCN(Cc2ccncc2F)CC1 (centres undefined)	0%
COC(=O)C1=CN(CC(=O)Nc2cccc(C)c2C)S(=O)(=O)N=C1C	19%
CC1CC(NC2=NCCS2)CC(C)(C)C1 (centres undefined)	0%
Cc1ccc(Cl)cc1NC(=O)Nc1cn(CC(C)C)c(=O)c2ccccc12	-6%
O=C1NCCCCCN(Cc2cccnc2)[C@@H]2CN(C(=O)NC3CCCCC3)CC[C@@H]12	3%
O=S(=O)(NC1CCN(S(=O)(=O)c2c(Cl)cccc2Cl)CC1)c1cccs1	-17%
Cc1ccc(-c2nn(CC(=O)NC(C)(C)C)c(=O)c3ccccc23)cc1S(=O)(=O)N(C)C	0%
COC(=O)c1ccccc1NCC(=O)c1ccc(OC)cc1	230%[activator]
Cc1ccc(C(=O)N2C3=C(CCCC3)C(=O)NC23CCCCC3)cc1	8%
CCN(c1ccc(NC(=O)c2ccc3nc[nH]c3c2)cc1)C(C)C	10%
COC(=O)c1ccccc1NC(=O)CCn1c(=O)c2cccn2c2cccnc21	-25%
CCn1nccc1C(=O)N1CCC(F)(c2nc(-c3ccncc3)no2)CC1	-12%
COCCNC(=O)c1ccc2c(c1)N(Cc1cc(C)ccc1C)C(=O)c1ccccc1S2=O (centres undefined)	-12%
O=C(NC1CC(=O)N(c2ccc(Cl)cc2)C1)C1CCCC1 (centres undefined)	-12%
O=C(CC1C(=O)NCCN1Cc1cccc(Oc2ccccc2)c1)NCCc1cnccn1 (centres undefined)	-27%
Cn1nc(C2CCCN2)c2c(C(=O)N3CCC(F)CC3)cc(C3CC3)nc21 (centres undefined)	?
CCOc1cccn2c(=O)c(-c3cc(C)n(-c4ccccc4C)n3)c(C)nc12	?
CNC(=O)c1cccc2c(C)nnn12	32µM*
COc1cccc(CNC(=O)CN2C(=O)N(c3ccccc3C)S(=O)(=O)c3ccccc32)c1	0%
CC(C)(C)c1ccc(C(CC(=O)O)NC(=O)Cc2ccc(F)cc2)cc1 (centres undefined)	18%
CC(C)(C)c1ccc(S(=O)(=O)N2CCN(C(=O)c3cc(-c4ccc(Br)cc4)n[nH]3)CC2)cc1	5%
COc1ccc(CCC2CCN(C(=O)C3CCN(S(=O)(=O)c4ccccc4C#N)CC3)CC2)cc1	-17%
O=C(NCc1ccccc1Cl)C1CCCN(S(=O)(=O)c2cccc3nsnc23)C1 (centres undefined)	2%
CCc1ccccc1NC(=O)Cn1c(SCc2ccc(F)cc2)nc2ccncc21	?
O=C(Nc1cccc(S(=O)(=O)N2CCOCC2)c1)c1cccc(CN2CCCC2=O)c1	7%
CC(C)c1nc2n(n1)C1(CCCCC1)[C@@H]1CCCC[C@@H]1N2	16%
CCN(CC)CCNC(=O)C(=O)Nc1cccc(N2CCCS2(=O)=O)c1	7%
COC(=O)C1=C(C)N=C2SC=C(CC(=O)N3CCCC3)N2C1c1cccc(OC)c1OC (centres undefined)	?
CCC(CC)NC(=O)C1CCN(C(=O)C(C)(C)C)CC1	23%
CCc1nc(NC(CC)CO)c(C#N)c2c1CCCC2 (centres undefined)	?
COc1ccc(NC(=O)CSc2cc(-c3ccccc3)nc(C)n2)cc1	?
CCOC(=O)c1c(S(=O)(=O)N2CCCC2)nn(CC)c1C	-29%
CCOc1ccc(C(=O)N2CCc3cc(OC)c(OC)cc3C2COc2ccc3c(C)cc(=O)oc3c2)cc1OCC (centres undefined)	-20%
COc1ccc2c(C)c(CC(=O)NCCN3CCOCC3)c(=O)oc2c1OC	?
COc1ccc(-c2nc(Cn3c(-c4ccc(Cl)cc4)nc(C)c(CCO)c3=O)c(C)o2)cc1	-21%
Cc1cccn2c(=O)c3cc(C(=O)N4CCN(c5ccccc5)CC4)sc3nc12	251%[activator]
Cc1cnn(CCC(=O)N[C@@H]2CN(Cc3ccccn3)C[C@H]2CN(C)C)c1	-28%
Cc1ccc(CN2CCC(c3nn(Cc4ccccc4)c(=O)[nH]3)CC2)cc1	-18%
Cc1ccc(C(=O)Nc2ccc3c(c2)n(C)c(=O)c(=O)n3C)cc1	21%
CCCOc1ccc(NC(=O)COc2ccc(C)cc2)c2cccnc12	?
CN1C(=O)Cc2cc(C(=O)N3C[C@@H](CO)[C@H](c4ccccn4)C3)ccc21	10%
COCCn1ncc(N2CCC(C(=O)N3CCc4ccccc4C3)C2)cc1=O (centres undefined)	-20%
Cc1ncccc1C(=O)NCC12CCC=C1N(C)C(=O)CC2 (centres undefined)	16%
CC(C)CCN1CCC2(CC1)C(=NC1CCCCC1)NC(=O)N2c1cccnc1	26%[115 µM]
CC(=C\c1ccccc1)/C=C1/SC(=S)N(CCCC(=O)O)C1=O	-7%
Cc1ccc(C(=O)N2CCc3nc(-c4ccccc4)nc(-c4ccc(Cl)cc4)c3C2)cc1	-23%
COc1ccc(C)cc1NC(=O)Cn1c(=O)ccc2cc(S(=O)(=O)N3CCC(C)CC3)ccc21	8%
Other records.
SMILES	KDM5B inh
CC(C)n1ccc2c(NC(=O)C[C@H]3NC(=O)c4ccccc4NC3=O)cccc21	-26%
Cc1cc(C)[n+](-c2ccc(Oc3ccccc3)c(S(=O)(=O)[O-])c2)[nH]1	-2%
COc1cc(CNCc2c(C(=O)O)c(C)n(Cc3c(C)cc(C)cc3C)c2C)cc(OC)c1OC	-3%
COCCNC(=O)c1ccc(OC2CCN(Cc3ncc[nH]3)CC2)c(Cl)c1	2%
COc1cc(CN2CCN(c3ncc(F)cn3)CC2)cc(Cl)c1OC	?
CCc1ccc(NC(=O)NCC2CCOCC2)cc1	-2%
Nc1c(-c2nc(-c3cccs3)no2)nnn1-c1ccccc1Cl	-21%
CCCN1C(C(=O)c2ccccc2)=C(OC(=O)c2ccc(F)cc2)c2ccccc2S1(=O)=O	-19%
COC(=O)c1scc(-c2ccc(C)cc2)c1S(=O)(=O)Nc1ccc(F)cc1F	-16%
O=C(c1cncc(F)c1)N1CCOCC2(CN(Cc3cc(F)cc(F)c3)C2)C1	-33%[86.2 µM]
Cc1ccc(OCCCOc2ccccc2/C=N/NC(=O)c2cccc(Cl)c2)c(C)c1	20%
CCc1cccc(C)c1NC(=O)c1cc(=O)c2cc(C)ccc2o1	-11%
O=C(NCc1ccncc1)c1cn(C2CN(C(=O)C3CC3)C2)nn1	13%
Cc1nc(-c2cn(C3CCCN(C(=O)C(C)Oc4ccccc4)C3)nn2)no1 (centres undefined)	3%
COc1ccc(Cn2ccc3nc(C)c(C(=O)N4CCN(c5ccccc5)CC4)cc3c2=O)cc1	8%
COc1ccc(CNc2ncnc3c2CN(C2CCC2)C(=O)CN3C)cc1	?
N#Cc1ccccc1OCC(=O)N1CCC(c2nc3ccccc3o2)CC1	8%
O=C(Cn1nc2ccc(SCc3ccc(Cl)cc3)nn2c1=O)NCc1ccc(F)cc1	1%
CCC(CC)NC(=O)COC(=O)c1ccc(C)c(C)c1	5%
O=C(/C=C/c1csc(-c2ccccc2)n1)c1ccccc1	-3%
COC[C@@H]1CN(C(=O)Cn2cc(C)cn2)C[C@H]1c1ccccn1	32%
CCC1=C(C(=O)OC)C(c2ccc(C)cc2C)N2C(CC(=O)NCC3CCCO3)=CSC2=N1 (centres undefined)	?
CCNC(=O)c1cc(NC(=O)C(C)C)cc2nc(C)ccc12	25µM*
COc1cc(NC(=O)N2CCOc3ccc(Cl)cc32)cc(OC)c1OC	-21%
CS(=O)(=O)c1ccc2nc(NC(=O)C3CC(=O)N(c4ccccc4)C3)sc2c1 (centres undefined)	-12%
CCCn1nc(C(=O)NCC(=O)Nc2ccc(F)c(F)c2)c2ccccc2c1=O	-13%
COc1cc(NC(=O)c2cc3c(N4CCCC4)nc(C)cn3n2)cc(OC)c1OC	?
Cc1cnn(CCC(=O)N2CCC3(CC2)CN(c2ccncn2)CC3CO)c1 (centres undefined)	-4%
CC(C)n1cc(CN2CCC(C3CCN(S(C)(=O)=O)CC3)C2)cn1 (centres undefined)	22%
CCCc1cc(CN(C)c2nc(CCN)nc3sc(C)c(C)c23)[nH]n1	22µM*
CC(C)C(=O)N1CCC2(CCC(=O)N(Cc3ccccc3)CC2)CC1	-4%
CC(C)Cc1ccc(CN2CCN3C(=O)CNC(=O)C3C2)cc1 (centres undefined)	15%
COc1ccc(-c2nc3ccccc3c(C(=O)O)c2C)cc1	?
CCn1ncc(N2CCCC(CC(=O)NCCC3=CCCCC3)C2)cc1=O (centres undefined)	-17%
CCOC(=O)c1sc2nc(C)nc(N3CCN(c4ncccn4)CC3)c2c1C	?
Cc1ccc2c(C)c(C(=O)N3CC[C@H](O)[C@@H](O)C3)oc2c1	41%[activator]
CN1C[C@@H](NS(=O)(=O)c2ccc(Cl)cc2)C[C@H]1c1nc(-c2ccncc2)no1	-22%[86.2 µM]
Cc1ccc(C)c(Cn2c(=O)n(CCC(=O)NCc3ccc4c(c3)OCO4)c(=O)c3sccc32)c1	-2%
CCN(CC)C(=O)C1CCCN(C(=O)CCn2nnnc2CN2CCOCC2)C1 (centres undefined)	-12%
Cc1ccc(NC(=O)c2ccc3[nH]c(C)c(C)c3c2)cc1	-12%

A few values from above.
CCNC(=O)c1cc(NC(=O)C(C)C)cc2nc(C)ccc12 in KDM5B inh has 25µM*
Cc1ccc(NC(=O)c2ccc3[nH]c(C)c(C)c3c2)cc1 in KDM5B inh has -12%
CCCc1cc(CN(C)c2nc(CCN)nc3sc(C)c(C)c23)[nH]n1 in KDM5B inh has 22µM*
CS(=O)(=O)c1ccc2nc(NC(=O)C3CC(=O)N(c4ccccc4)C3)sc2c1 (centres undefined) in KDM5B inh has -12%
CC(C)C(=O)N1CCC2(CCC(=O)N(Cc3ccccc3)CC2)CC1 in KDM5B inh has -4%

Additional results
SMILES	KDM5B inh
O=C(NC1CCN(C(=S)Nc2ccccc2)CC1)C1CCCCC1	20%
N#C/C(=C\c1cccs1)C(=O)c1ccccc1	?
COc1ccc(C(=O)c2cn(Cc3cccc(C)c3)c3cc4c(cc3c2=O)OCCO4)cc1OC	-7%
CCOc1cc(CNc2nn[nH]n2)cc(Br)c1OCc1ccc(F)cc1	-4%

Assay outcomes as filed in PubChem.

The list is partial. The share of hits here may be higher or lower than overall.
